Screening results as filed in PubChem BioAssay.
hIAP act – human IAP activators, primary screen, biochemical, luminescence, uHTS. purified human IAP, CDP-Star luminescence, 30 min; hits give high values; 1 = vehicle-only enzyme, 0 = enzyme-free background. actives 0.16% (n = 330,000). activation factor at 10 µM. AID 2524, 2010;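 active = activation factor of the enzyme at least 2-fold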; also: the source names both 10 and 20 µM as test concentration; values of inactives mirror those of a sister screen read the other way
TIM10 inh – growth inhibitors of isogenic TIM10 control yeast, primary screen, counter-screen for tim10-1 yeast inhibitor project, luminescence, uHTS. S. cerevisiae TIM10 strain growth, BacTiter-Glo luminescence, 24 h. inhibition, % at 10 µM. AID 463195, 2010. actives 1.4% (n = 330,000);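 active = inhibition of 40% or more at the single tested concentration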;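 also: wild-type TIM10 isogenic control strain grown at permissive 25 °C; 0% = DMSO yeast wells and 100% = minimal medium wells without yeast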
Apaf1 inhib – inhibitors of human Apaf-1 apoptosome, primary screen, biochemical, DEVD-Rh110 fluorescence, uHTS | Apoptotic protease-activating factor 1 (Homo sapiens), O14727 | reconstituted apoptosome caspase-3 activity | inhibition, % at 20 µM | actives 0.71% (n = 330,000); active = inhibition of at least 40% at 20 µM;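 also: plate controls were DMSO wells for no effect and DEVD-CHO caspase inhibitor wells for full effect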
Target sequence (O14727 whole entry, looked up): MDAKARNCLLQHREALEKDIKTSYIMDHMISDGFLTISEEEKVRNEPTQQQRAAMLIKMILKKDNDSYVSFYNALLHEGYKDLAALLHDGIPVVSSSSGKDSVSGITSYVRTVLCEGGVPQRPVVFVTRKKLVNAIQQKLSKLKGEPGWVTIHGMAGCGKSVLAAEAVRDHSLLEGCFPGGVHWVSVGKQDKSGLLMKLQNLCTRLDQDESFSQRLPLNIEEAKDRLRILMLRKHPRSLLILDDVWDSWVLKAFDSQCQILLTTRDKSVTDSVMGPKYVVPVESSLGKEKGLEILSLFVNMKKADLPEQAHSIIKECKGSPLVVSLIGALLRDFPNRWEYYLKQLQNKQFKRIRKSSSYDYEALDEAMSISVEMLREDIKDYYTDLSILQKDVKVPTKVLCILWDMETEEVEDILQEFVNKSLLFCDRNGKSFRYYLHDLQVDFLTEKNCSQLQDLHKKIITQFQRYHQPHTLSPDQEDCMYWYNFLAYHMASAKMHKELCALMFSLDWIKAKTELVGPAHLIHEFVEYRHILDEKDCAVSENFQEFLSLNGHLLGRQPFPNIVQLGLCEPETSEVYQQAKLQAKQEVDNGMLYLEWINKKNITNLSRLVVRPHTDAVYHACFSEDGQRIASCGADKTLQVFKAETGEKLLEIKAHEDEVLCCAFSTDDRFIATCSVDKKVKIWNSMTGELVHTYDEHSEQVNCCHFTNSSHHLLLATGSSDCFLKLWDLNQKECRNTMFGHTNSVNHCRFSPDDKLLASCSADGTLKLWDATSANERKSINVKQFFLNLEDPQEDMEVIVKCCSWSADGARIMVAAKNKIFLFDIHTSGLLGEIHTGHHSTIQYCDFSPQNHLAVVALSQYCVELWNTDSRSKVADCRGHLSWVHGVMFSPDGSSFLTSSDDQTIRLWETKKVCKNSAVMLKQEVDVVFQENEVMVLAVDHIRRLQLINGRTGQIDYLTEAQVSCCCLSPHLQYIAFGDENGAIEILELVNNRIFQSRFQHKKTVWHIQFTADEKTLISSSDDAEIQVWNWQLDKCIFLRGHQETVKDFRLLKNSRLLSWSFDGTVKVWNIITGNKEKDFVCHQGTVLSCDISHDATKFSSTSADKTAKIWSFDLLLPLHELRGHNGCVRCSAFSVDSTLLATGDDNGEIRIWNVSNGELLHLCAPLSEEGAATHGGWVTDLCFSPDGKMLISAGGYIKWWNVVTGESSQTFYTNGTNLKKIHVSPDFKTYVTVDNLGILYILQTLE
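detection = Rh110 fluorescence intensity | test system = biochemical Apaf-1 apoptosome reconstitution | also added = cytochrome c and DEVD-Rh110 substrate | schedule = 30 min plus 50 min, RT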
hIAP inh – human IAP inhibitors, primary screen, biochemical, luminescence, uHTS | Intestinal-type alkaline phosphatase (Homo sapiens), P09923 | purified IAP, CDP-Star luminescence, 30 min | actives 0.12% (n = 330,000) | inhibition, % at 10 µM;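 active = inhibition reaching a set limit with compound at 10 µM in the primary screen, cut at about 35% in these data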;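 also: plate controls were DMSO wells with enzyme for no effect and no-enzyme buffer wells for full effect; values of inactives mirror those of a sister screen read the other way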
ATG4B inh – ATG4B protease inhibitors, primary screen, biochemical, fluorescence, uHTS. ATG4B cleavage of LC3-PLA2, NBD-HPC fluorescence, 1 h. Cysteine protease ATG4B (Homo sapiens), Q9Y4P1. actives 0.51% (n = 340,000). inhibition, % at 8.33 µM; in the data active = inhibition above about 40%
tim10-1 inh – growth inhibitors of tim10-1 mutant yeast, primary screen, luminescence, uHTS; S. cerevisiae tim10-1 ts strain growth, BacTiter-Glo, 24 h; inhibition, % at 20 µM; actives 2.2% (n = 330,000);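 active = inhibition of at least 40%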;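 also: mutant grown at 25 °C; 0% = DMSO wells with yeast and 100% = wells holding no yeast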
NLRP3 yeast inh – NALP3 inflammasome inhibitors in reconstituted yeast, primary screen, luminescence, uHTS; actives 0.39% (n = 330,000); Yeast reconstituted NLRP3/ASC/caspase-1, beta-gal luminescence, 24 h; inhibition, % at 10 µM;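 active = inhibition of 50% or more; inactive = inhibition below 50%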;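 also: plate controls were induced DMSO wells for no effect and uninduced yeast grown without galactose for full effect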
mIAP act – activators of mouse IAP, primary screen, biochemical, luminescence, uHTS; intestinal alkaline phosphatase [Mus musculus]; actives 0.24% (n = 330,000); activation factor at 10 µM; muIAP, CDP-Star luminescence, 30 min; hits give high values; 1 = vehicle-only enzyme signal, 0 = enzyme-free wells;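 active = activation factor of at least 2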; also: the source names both 10 and 20 µM as test concentration; values of inactives mirror those of a sister screen read the other way
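Assay system: mouse IAP enzyme; reagent: chemiluminescent substrate CDP-Star; dosing: test compounds delivered from DMSO solution; schedule: 30 min at room temperature; measured by: luminescence from enzymatic CDP-Star hydrolysis; controls: DMSO-only wells and no-enzyme negative control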
mIAP block – inhibitors of mouse IAP, primary screen, biochemical, luminescence, uHTS; actives 0.2% (n = 330,000); inhibition, % at 10 µM; purified mouse IAP, CDP-Star luminescence, 30 min; intestinal alkaline phosphatase [Mus musculus];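 active = inhibition of at least 40% at 10 µM in the primary screen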;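 also: plate controls were DMSO with enzyme for no effect and no enzyme wells for full effect; values of inactives mirror those of a sister screen read the other way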
Starred values were filed as active, the others as inactive; & = joins results of further samples; ! = not active in a repeat. This is a random part of the collection; any-hit rate near 4.5%.

`CCOC(=O)c1sc(NC(=O)CS(=O)(=O)c2ccc(C)cc2)nc1C` gave hIAP act 1.1, TIM10 inh 27, Apaf1 inhib 9, hIAP inh -11, ATG4B inh 8, tim10-1 inh 25, NLRP3 yeast inh 6, mIAP act 0.92 and mIAP block 8.
For COC(=O)c1cc2ccsc2n1Cc1nc(-c2cccc(Cl)c2)oc1C the results were hIAP act 0.98, TIM10 inh 6, Apaf1 inhib 8, hIAP inh 2, ATG4B inh -1, tim10-1 inh 9, NLRP3 yeast inh 8, mIAP act 1.1 and mIAP block -8.
O=C(O)c1cc(-c2ccco2)nc2ccc(Br)cc12 was read as hIAP act 0.98&0.93, TIM10 inh -7&-4, Apaf1 inhib 14&-4, hIAP inh 2&7, ATG4B inh 78*!, tim10-1 inh 15&17, NLRP3 yeast inh 18&6, mIAP act 0.92&1 and mIAP block 8&0.
Screening CCOC(=O)c1ccc(-n2c(CCC(=O)O)ccc2-c2ccccc2)cc1 returned hIAP act 1.1, TIM10 inh 23, Apaf1 inhib 2, hIAP inh -7, ATG4B inh 9, tim10-1 inh 24, NLRP3 yeast inh 17, mIAP act 0.99 and mIAP block 1.
O=S(=O)(Nc1nccs1)c1cnc(Cl)c(Br)c1 was read as hIAP act 0.93, TIM10 inh 11, Apaf1 inhib -1, hIAP inh 7, ATG4B inh 3, tim10-1 inh 10, NLRP3 yeast inh 7, mIAP act 0.9 and mIAP block 10.
`COc1ccc(S(=O)(=O)N(C)CC(=O)Nc2ccccc2OC)cc1` gave hIAP act 1, TIM10 inh -26, Apaf1 inhib -8, hIAP inh 0, ATG4B inh -7, tim10-1 inh 17, NLRP3 yeast inh 3, mIAP act 1 and mIAP block -2.
Screening Cc1ccc(Nc2nnc(SCn3nnc4ccccc4c3=O)s2)cc1 returned hIAP act 1.1, TIM10 inh -16, Apaf1 inhib 12, hIAP inh -7, ATG4B inh 7, tim10-1 inh 12, NLRP3 yeast inh 19, mIAP act 0.82 and mIAP block 18.
O=C(CSc1nnc(-c2ccccc2Cl)o1)N1CCCC1 was read as hIAP act 1.1, TIM10 inh -1, Apaf1 inhib -6, hIAP inh -12, ATG4B inh -2, tim10-1 inh -3, NLRP3 yeast inh 16, mIAP act 0.98 and mIAP block 2.
For O=c1cc(O)c2sc3nc(C(F)(F)F)c4c(c3c2[nH]1)CCCCC4 the results were hIAP act 0.92, TIM10 inh 12, Apaf1 inhib 9, hIAP inh 8, ATG4B inh 45*, tim10-1 inh 9, NLRP3 yeast inh 8, mIAP act 0.85 and mIAP block 15.
CN(C)CCn1c(=S)[nH]c2ccccc2c1=O was read as hIAP act 0.9, TIM10 inh -4, Apaf1 inhib 8, hIAP inh 10, ATG4B inh 0, tim10-1 inh 19, NLRP3 yeast inh 11, mIAP act 1 and mIAP block -5.

3 compounds picked at random from those above, as already listed:
O=S(=O)(Nc1nccs1)c1cnc(Cl)c(Br)c1 was read as hIAP act 0.93, TIM10 inh 11, Apaf1 inhib -1, hIAP inh 7, ATG4B inh 3, tim10-1 inh 10, NLRP3 yeast inh 7, mIAP act 0.9 and mIAP block 10.
`CCOC(=O)c1sc(NC(=O)CS(=O)(=O)c2ccc(C)cc2)nc1C` gave hIAP act 1.1, TIM10 inh 27, Apaf1 inhib 9, hIAP inh -11, ATG4B inh 8, tim10-1 inh 25, NLRP3 yeast inh 6, mIAP act 0.92 and mIAP block 8.
CN(C)CCn1c(=S)[nH]c2ccccc2c1=O was read as hIAP act 0.9, TIM10 inh -4, Apaf1 inhib 8, hIAP inh 10, ATG4B inh 0, tim10-1 inh 19, NLRP3 yeast inh 11, mIAP act 1 and mIAP block -5.

The listing picks up, starting 2 compounds before the break.
For O=c1cc(O)c2sc3nc(C(F)(F)F)c4c(c3c2[nH]1)CCCCC4 the results were hIAP act 0.92, TIM10 inh 12, Apaf1 inhib 9, hIAP inh 8, ATG4B inh 45*, tim10-1 inh 9, NLRP3 yeast inh 8, mIAP act 0.85 and mIAP block 15.
CN(C)CCn1c(=S)[nH]c2ccccc2c1=O was read as hIAP act 0.9, TIM10 inh -4, Apaf1 inhib 8, hIAP inh 10, ATG4B inh 0, tim10-1 inh 19, NLRP3 yeast inh 11, mIAP act 1 and mIAP block -5.
`C/C(CC(=O)Nc1ccc(N(C)C)cc1)=N\NC(=O)c1ccc([N+](=O)[O-])cc1` gave hIAP act 1.2, TIM10 inh 4, Apaf1 inhib 9, hIAP inh -24, ATG4B inh 7, tim10-1 inh 4, NLRP3 yeast inh -1, mIAP act 1.1 and mIAP block -8.
Cc1ccc(OCC(=O)N2CCN(S(C)(=O)=O)CC2)cc1 was read as hIAP act 1, TIM10 inh 3, Apaf1 inhib -15, hIAP inh 0, ATG4B inh 20, tim10-1 inh 7, NLRP3 yeast inh -1, mIAP act 1 and mIAP block -2.
For Cc1ccc2[nH]c(-c3ccccc3)c(CN3CCOCC3)c(=O)c2c1 the results were hIAP act 1.1, TIM10 inh -5, Apaf1 inhib 1, hIAP inh -14, ATG4B inh 0, tim10-1 inh 10, NLRP3 yeast inh -5, mIAP act 1 and mIAP block -2.
Screening O=c1c2ccccc2cnn1-c1ccc(Br)cc1 returned hIAP act 1, TIM10 inh -25, Apaf1 inhib 4, hIAP inh -1, ATG4B inh 11, tim10-1 inh 2, NLRP3 yeast inh 32, mIAP act 1 and mIAP block -1.
`O=C(COC(=O)C1CCCC1)NCc1ccc(Cl)cc1` gave hIAP act 1.1, TIM10 inh -6, Apaf1 inhib -4, hIAP inh -11, ATG4B inh 2, tim10-1 inh -10, NLRP3 yeast inh -13, mIAP act 0.97 and mIAP block 3.
For Cc1cc(=O)[nH]c(-c2ccc(Cl)cc2)n1 the results were hIAP act 0.77, TIM10 inh 2, Apaf1 inhib -16, hIAP inh 23, ATG4B inh 6, tim10-1 inh -9, NLRP3 yeast inh 27, mIAP act 0.96 and mIAP block 4.
Screening COc1ccc(CNC(=O)COc2cc3c(c4oc(=O)cc(C)c24)CCC(C)(C)O3)cc1OC returned hIAP act 1, TIM10 inh 6, Apaf1 inhib 8, hIAP inh -3, ATG4B inh -11, tim10-1 inh 10, NLRP3 yeast inh 9, mIAP act 0.96 and mIAP block 4.
Cc1cc(Cl)nc(NC(=O)Nc2cccc(Cl)c2)n1 was read as hIAP act 1.1, TIM10 inh 3, Apaf1 inhib -3, hIAP inh -8, ATG4B inh -11, tim10-1 inh 24, NLRP3 yeast inh 26, mIAP act 0.93 and mIAP block 7.
Cc1noc(C)c1COc1ccc(C(=O)N2CCN(c3ccccn3)CC2)cc1 was read as hIAP act 1, TIM10 inh -2, Apaf1 inhib 2, hIAP inh 0, ATG4B inh 3, tim10-1 inh -8, NLRP3 yeast inh 11, mIAP act 1 and mIAP block -3.
COc1ccc(-n2sc3ccc(F)cc3c2=O)cc1 was read as hIAP act 0.9, TIM10 inh 29, Apaf1 inhib -5, hIAP inh 10, ATG4B inh -9, tim10-1 inh 27, NLRP3 yeast inh 0, mIAP act 1 and mIAP block -1.
For CCCOc1cccc(C(=O)Nc2ccc(CN3CCOCC3)cc2)c1 the results were hIAP act 1.3, TIM10 inh -41, Apaf1 inhib -9, hIAP inh -32, ATG4B inh 6, tim10-1 inh -20, NLRP3 yeast inh 16, mIAP act 0.96 and mIAP block 4.
`CC1CC(C)CN(C(=O)CSc2nnc(-c3ccc(F)cc3)o2)C1` (centres undefined) gave hIAP act 1.1, TIM10 inh 6, Apaf1 inhib -3, hIAP inh -9, ATG4B inh 3, tim10-1 inh 10, NLRP3 yeast inh 18, mIAP act 0.85 and mIAP block 15.
For N#CC(Cc1ccccc1OC(F)F)c1nc2ccccc2[nH]1 (centres undefined) the results were hIAP act 1.2, TIM10 inh -5, Apaf1 inhib 4, hIAP inh -19, ATG4B inh 0, tim10-1 inh 29, NLRP3 yeast inh 7, mIAP act 1.1 and mIAP block -7.
C[C@@H]1CCC2[C@](C)(CO)[C@@H](O)CC[C@]2(C)[C@@]12C[C@](CO)(CC(=O)O)CO2 (some centres undefined) was read as hIAP act 1.1, TIM10 inh -6, Apaf1 inhib 0, hIAP inh -10, ATG4B inh -1, tim10-1 inh -1, NLRP3 yeast inh 13, mIAP act 0.99 and mIAP block 1.
CCOC(=O)C(NC(=O)Cc1ccccc1)(Nc1cc(C)on1)C(F)(F)F (centres undefined) was read as hIAP act 1, TIM10 inh -7, Apaf1 inhib -2, hIAP inh -2, ATG4B inh -9, tim10-1 inh 10, NLRP3 yeast inh 8, mIAP act 1.1 and mIAP block -6.
`COc1ccc(CNS(=O)(=O)c2ccc3oc(C(=O)O)c(C)c3c2)cc1` gave hIAP act 0.85, TIM10 inh 0, Apaf1 inhib -10, hIAP inh 15, ATG4B inh 6, tim10-1 inh 4, NLRP3 yeast inh 15, mIAP act 0.99 and mIAP block 1.
C[C@H](NC(=O)c1ccco1)C(=O)NCc1cccs1 was read as hIAP act 1.1, TIM10 inh -3, Apaf1 inhib -1, hIAP inh -14, ATG4B inh 0, tim10-1 inh -13, NLRP3 yeast inh -1, mIAP act 1 and mIAP block -2.
For CCOc1ccc(S(=O)(=O)NCCC(=O)N(C)CC(=O)Nc2ccc(N3CCOCC3)cc2)cc1 the results were hIAP act 0.96, TIM10 inh -2, Apaf1 inhib 7, hIAP inh 4, ATG4B inh 1, tim10-1 inh 15, NLRP3 yeast inh 7, mIAP act 0.96 and mIAP block 4.
`CCOC(=O)CNC(=O)CSc1ncnc2c1nnn2-c1ccc(F)cc1` gave hIAP act 1.1, TIM10 inh 7, Apaf1 inhib 2, hIAP inh -6, ATG4B inh 6, tim10-1 inh -1, NLRP3 yeast inh 9, mIAP act 1 and mIAP block -1.
Screening COc1ccccc1NC(=O)C1CCCN(c2cnccn2)C1 (centres undefined) returned hIAP act 1.1, TIM10 inh 5, Apaf1 inhib -7, hIAP inh -15, ATG4B inh -2, tim10-1 inh 13, NLRP3 yeast inh 2, mIAP act 0.93 and mIAP block 7.
c1ccc(Cc2nnc3n2CCCCC3)cc1 was read as hIAP act 1, TIM10 inh 9, Apaf1 inhib 7, hIAP inh -4, ATG4B inh -5, tim10-1 inh 8, NLRP3 yeast inh -6, mIAP act 1.1 and mIAP block -11.
For CCOC(=O)C(NS(=O)(=O)c1ccc(Br)cc1)C(C)C (centres undefined) the results were hIAP act 0.86, TIM10 inh 13, Apaf1 inhib -16, hIAP inh 14, ATG4B inh 10, tim10-1 inh 22, NLRP3 yeast inh 1, mIAP act 0.95 and mIAP block 5.
